15-hLO-2 inh – blocks human 15-lipoxygenase 2 activity; O15296; purified 15hLO-2, xylenol orange hydroperoxide absorbance; Potency, µM (highest dose often 57.1 µM), inactives show top-dose activity change, negative = inhibition, usual class: inhibitors; 0.56% of 110,000 active; AID 881; also: potency is read from the fitted curve at half-maximal effect; nearly all actives have a fitted effect of over 60% in size; many of its hits are not listed in these tables
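Purified human 15hLO-2 (50 nM final) preincubated with compounds 15 min at room temperature in 25 mM Hepes pH 7.5, 0.01% Triton X-100, then 45 uM arachidonic acid added for 90 min; hydroperoxide detected via ferrous/xylenol orange, 573/405 nm absorbance ratio.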
PNC inhibitor – perinucleolar compartment assembly inhibition | activity change (PNC), negative = inhibition, % at 10 µM | 3.1% of 140,000 active | PC3M PTB-GFP, PNC prevalence imaging, 16 h; stronger effect = lower value | AID 2417;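 active = readout at or below -70, meaning at least 70% loss of cells showing the perinucleolar compartment, a nuclear body marking cancer cells; inconclusive = readout between -30 and a set limit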;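 also: plate controls were DMSO wells for no effect and camptothecin positive control wells for full effect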
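Read-out is percentage of cells bearing a perinucleolar compartment, from automated 20x imaging of fixed, Hoechst-stained PC3M PTB-GFP cells. Cells were seeded 4 h, then exposed 16 h to compound (23 nl of library stock) in duplicate plates.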
12-hLO inh – inhibitors of human 12-lipoxygenase (ALOX12) | P18054 | purified 12-hLO, xylenol orange hydroperoxide absorbance | Potency, µM (top dose mostly 57.1 µM), inactives show at the highest dose activity change, negative = inhibition, most hits filed as inhibitors | 0.12% of 150,000 active | AID 1452; also: potency is read from the fitted curve at half-maximal effect; nearly all actives have a fitted effect of over 55% in size; many of its hits are not listed in these tables
Target sequence (P18054 whole entry, looked up): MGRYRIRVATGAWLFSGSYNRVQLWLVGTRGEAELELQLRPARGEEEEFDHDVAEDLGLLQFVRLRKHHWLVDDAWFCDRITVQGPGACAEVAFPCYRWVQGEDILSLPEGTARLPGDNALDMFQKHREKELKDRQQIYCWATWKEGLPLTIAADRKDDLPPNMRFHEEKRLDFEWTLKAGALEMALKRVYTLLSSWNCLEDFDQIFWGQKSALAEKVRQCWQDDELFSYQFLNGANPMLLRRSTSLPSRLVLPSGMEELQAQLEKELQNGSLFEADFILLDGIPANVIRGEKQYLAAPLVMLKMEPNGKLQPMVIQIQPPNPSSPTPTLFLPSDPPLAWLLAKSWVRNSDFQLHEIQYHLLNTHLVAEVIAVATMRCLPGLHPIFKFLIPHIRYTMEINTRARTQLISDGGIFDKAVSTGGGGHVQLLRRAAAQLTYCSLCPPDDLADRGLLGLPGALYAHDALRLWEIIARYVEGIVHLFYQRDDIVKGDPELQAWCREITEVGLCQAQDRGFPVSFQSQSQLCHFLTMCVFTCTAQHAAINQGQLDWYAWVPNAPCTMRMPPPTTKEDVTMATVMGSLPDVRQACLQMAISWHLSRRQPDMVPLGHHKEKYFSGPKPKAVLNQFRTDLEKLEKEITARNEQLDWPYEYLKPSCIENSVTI
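Hydroperoxide output read as Fe(III)-xylenol orange absorbance, 573-to-405 nm ratio, after 30 min reaction with 40 uM arachidonic acid. Enzyme: 150 nM purified human 12hLO, 15 min compound preincubation; 25 mM Hepes pH 7.0, room temperature.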
IMPase inh – IMPase inhibition in cells | 120,000 tested, under 10 active | inhibition (IP1 accumulation), % at 46.1 µM | AID 901 | CHO-M1 cells, IP1 accumulation, HTRF TR-FRET ratio | P97697; active = well fitted curve in the direction sought with a large enough effect in the signal ratio, not every such curve was filed as active; inconclusive = small, poorly fitted or top-dose-only effect, or a change in a side signal; inactive = no such curve, though single readings can be large or run the other way; the % refers to the signal ratio;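 also: cells stimulated with carbachol in lithium chloride buffer; plate controls were DMSO basal wells for no effect and reference inhibitor wells for full effect; higher means more IMPase inhibition seen as more IP1 and lower FRET ratio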
Target sequence (P97697 whole entry, looked up): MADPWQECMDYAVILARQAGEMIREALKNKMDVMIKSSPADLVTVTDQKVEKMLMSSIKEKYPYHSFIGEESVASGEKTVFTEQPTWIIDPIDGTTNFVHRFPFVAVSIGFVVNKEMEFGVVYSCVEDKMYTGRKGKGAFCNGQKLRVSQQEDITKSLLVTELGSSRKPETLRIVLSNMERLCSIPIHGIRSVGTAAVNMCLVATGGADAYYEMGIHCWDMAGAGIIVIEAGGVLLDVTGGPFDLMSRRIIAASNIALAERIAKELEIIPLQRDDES
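The IP-One HTRF competitive assay in carbachol-stimulated CHO-M1 cells quantifies cellular IP1. Compounds spanned up to 46 uM final, and activity is expressed as AC50 from concentration-response fits of the ratio and donor data.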
An asterisk follows results filed as active; ? = inconclusive; · = no result given; [ ] = dose if it differs, or a comment. Unless noted, calls follow the shape of the dose curve; as a rule, active = well fitted curve in the direction sought with a large enough effect; inconclusive = small, poorly fitted or top-dose-only effect, or another doubt; inactive = no such curve, though single readings can be large; an effect the other way counts as inactive or inconclusive. Unless noted, % is scaled to controls: 0 for no effect and ±100 for the full control effect. This is a subset; the hit share may differ from the screen's.

Every second line gives: 15-hLO-2 inh	PNC inhibitor	12-hLO inh	IMPase inh
CCOC(=O)c1ccc(-c2c(C(=O)OCC)oc3cc(O)c(CC)cc3c2=O)o1
    -3%	2	-8%	10
CCOC(=O)c1[nH]c2cc(OC)c(OC)cc2c1NC(=O)c1ccc2c(c1)OCO2
    -14%	82	-8%	-3
CCOC(=O)c1c(-c2cccs2)csc1NC(=O)CNCCN1CCOCC1
    38%[activator]	1	-4%	1
Cc1cccc(C(=O)Nc2cc(=O)n(C)c(=O)n2C)c1
    ·	-16	3%	1
COc1cc(NC(=O)c2ccccc2-c2ccccc2)cc(OC)c1
    ·	19	4%	·
CC(=O)NCCN1C(=O)C2C3c4ccccc4C(c4ccccc43)C2C1=O (configuration not stated)
    -1%	-9	5%	3
Cc1cc(C)c2nc(SCC(=O)Nc3ccc(S(=O)(=O)N4CCCC4)cc3)c(C)cc2c1
    2%	-30	-5%	3
CCCCc1c(C)nc2ccc(Br)cc2c1SCCC#N
    ·	?	-6%	?
COc1cc2ccccc2cc1-c1nnc(COc2ccccc2)o1
    14%	-23	-11%	-1
COc1ccccc1Nc1nc(N)nc(CSc2nnc(C)s2)n1
    5%	29	2%	8
CC(C)CNS(=O)(=O)c1cc(C(=O)N2CC(C)OC(C)C2)c(Cl)cc1Cl (configuration not stated)
    -3%	-21	1%	2
COc1cc2c(cc1OC)CN(CC(=O)Nc1ccc(C)cc1)CC2
    11%	-89*	2%	4
O=C(NC(=S)Nn1cnnc1)c1cccc(Br)c1
    ·	-27	-8%	·
COC(=O)c1ccc(COC(=O)c2ccc(S(=O)(=O)N3CCC(C)CC3)cc2)o1
    14%	36	2%	4
CCC1=C(OC(=O)N(CC)CC)N2C(=O)OC(=NCCOC)[C@]2(Cc2ccccc2)[C@H]2C1=CC[C@H]1C(=O)N(CC(=O)OC)C(=O)[C@H]12
    4%	·	-1%	·
Cc1nn(C)cc1-c1n[nH]c(=S)n1-c1ccc(F)cc1
    ·	13	-2%	·
Cc1sc2nc(CN3CCOCC3)nc(NS(=O)(=O)c3ccccc3)c2c1C
    -1%	20	7%	-6
COc1ccc(Cc2nnc(SCc3c(C)noc3C)n2C2CCCCC2)cc1OC
    -4%	28	-6%	14
COC(=O)N/N=C\c1ccc(-c2cc(Cl)c(Cl)cc2Cl)o1
    ·	65	-2%	·
Cc1ccc(S(=O)(=O)C2(C(=O)O)CCCC2)cc1C
    -3%	13	-1%	4
CSc1nc2sc3c(c2c(=O)n1C1CCCCC1)CCN(C)C3
    11%	-10	-1%	12
Cc1ccc(CCCOC(=O)C[N+]2(C)CCCC2)cc1
    ·	15	-1%	·
Cc1oc(C(C)(C)C)cc1C(=O)Nc1ccc2c(c1)OCCO2
    18%	5	-11%	-7
CCOc1ccc(C(=O)CSc2nnc(N)s2)cc1
    -7%	12	-4%	-3
COc1cccc(CN(CC(=O)NCC2CCCO2)C(=O)CCC(=O)Nc2cc(C)on2)c1 (configuration not stated)
    -2%	-25	2%	-4
CCn1cc(C(=O)NCC2COc3ccccc3O2)c2cc(OC)c(OC)cc2c1=O (configuration not stated)
    ·	1	1%	-6
CCOC(=O)CNC(=O)CSc1nc2sc(C)c(C)c2c(=O)n1C
    10%	23	-6%	-3
O=C(NCCCCCCCCCNC(=O)C(F)(F)F)C(F)(F)F
    3%	-16	2%	1
CCCc1cc(C(=O)Nc2ccc(C)cc2)no1
    1%	25	3%	3
CC(C)S(=O)(=O)C1=NSC2=NC(=O)/C(=C\c3ccc(-c4ccccc4)o3)C(=N)N21
    ·	49	3%	·

A second format for part of the listing above:
Structure | 15-hLO-2 inh | PNC inhibitor | 12-hLO inh | IMPase inh
CCOC(=O)c1[nH]c2cc(OC)c(OC)cc2c1NC(=O)c1ccc2c(c1)OCO2 | -14% | 82 | -8% | -3
COC(=O)N/N=C\c1ccc(-c2cc(Cl)c(Cl)cc2Cl)o1 | · | 65 | -2% | ·

Next part
Every second line gives: 15-hLO-2 inh	PNC inhibitor	12-hLO inh	IMPase inh
COc1ccccc1/C=C1/C(=O)N(c2cc(C)cc(C)c2)C(c2cccc([N+](=O)[O-])c2)S1(=O)=O (configuration not stated)
    ·	?	-2%	·
O=C(Nc1ccc(OC(=O)c2cccnc2)cc1)c1cccnc1
    -1%	61	6%	9
COc1ccc(CCN(C)C(=O)N2CCOCC2)cc1OC
    -3%	46	2%	-8
Cc1cc(C)c2c(=O)[nH]c(SCC(=O)NCCc3ccccc3)nc2n1
    ·	-16	0%	?
CC1(C)CC(=O)C(/C=N/c2ccccn2)=C(O)C1
    -4%	-17	-4%	-2
CCOC(=O)C1=NN(c2ccc(C)cc2)CC1C(=O)OC (configuration not stated)
    ·	-8	-4%	·
CC(=O)OCC(=O)[C@@]12OC(C)(C)OC1CC1C3CC(F)C4=CC(=O)C=C[C@@]4(C)[C@@]3(F)C(O)C[C@]12C (some centres not stated)
    -8%	·	-1%	·
COc1ccc(C(C)=O)cc1COC(=O)c1ccc(S(=O)(=O)N2CCOCC2)cc1
    0%	-23	2%	-2
CCn1nnc(-c2ccccc2NC(=O)C(F)(F)F)n1
    0%	48	-4%	?
O=C1c2ccccc2NC(c2ccc(-c3cccc(Cl)c3)o2)N1O (configuration not stated)
    -29%	-16	?	-2
COc1ccc(CNc2ccnc(-c3ccccc3C(F)(F)F)n2)c(OC)c1
    16%	·	0%	·
Clc1ccccc1-c1nc(N2CCNCC2)c2ccccc2n1
    -1%	·	-3%	·
CCOC(=O)Nc1ccc([N+](=O)[O-])cc1C
    ·	-11	-1%	-1
O=Cc1c(Sc2ccccc2)nc2ccccn2c1=O
    8%	?	1%	2
CC(=O)NCc1c(I)c(NC(C)=O)c(I)c(C(=O)O)c1I
    0%	·	-1%	·
O=C(CCNS(=O)(=O)c1cccc2nsnc12)NC1CCN(Cc2ccccc2)CC1
    8%	-112*	1%	13
Cc1[nH]n(-c2ncc(-c3ccccc3)s2)c(=O)c1C(c1ccc(Br)cc1)C(C#N)C#N (configuration not stated)
    ·	-6	-3%	·
c1cc2c(cn1)cnc1cscc12
    ·	14	-2%	·
O=C(NC1CCCCCC1)c1cc(S(=O)(=O)N2CCC3(CC2)OCCO3)ccc1F
    ·	-8	1%	3
S=C(NCC1CCCCC1)Nc1ccc(Oc2ccccc2)cc1
    ·	3	?	·
COC(=O)c1ccc(CO/N=C(\NC(C)=O)c2nonc2NC(C)=O)cc1
    ·	0	6%	-4
CCCCCCCCCCCCCCC(C(=O)OC)C(O)(CC(=O)OC)C(=O)OC (configuration not stated)
    10%	·	-7%	·
COC(=O)C(C(=O)OC)N1C(=O)CCC1=O
    -4%	?	-2%	-4
O=C1NC(=NCc2ccccc2)S/C1=C/c1ccc(O)cc1
    ·	2	?	·
COc1cccc(N2CCN(c3c4c(nc5ncnn35)CCC4)CC2)c1
    -2%	15	-2%	10
CCC(C)NS(=O)(=O)c1ccc(S(=O)(=O)N2CC=C(c3ccc(F)cc3)CC2)cc1 (configuration not stated)
    ·	-13	3%	·
COc1c(C)cccc1C(=O)Nc1cc(Cl)ccc1N1CCOCC1
    8%	-11	-8%	15
Cc1csc(NC(=O)Cc2c[nH]c3ccccc23)n1
    2%	23	-3%	-3
Cn1nnc(NC(=O)COc2ccc(C3CCCCC3)cc2)n1
    -3%	?	-3%	13
COc1ccc(Oc2coc3c(CN(C)C)c(O)ccc3c2=O)cc1
    3%	-12	-4%	22
CCCCC1(COC(=O)CCC(=O)O)C(=O)N(c2ccccc2)N(c2ccccc2)C1=O
    0%	·	-1%	5[20.6 µM]
CCNC(=O)NC(=O)C(C)OC(=O)c1cc(S(=O)(=O)N2CCCCCC2)ccc1OC (configuration not stated)
    -4%	11	6%	1
CC(C)(C)CC(C)(C)c1ccc(OCCO)cc1
    -3%	·	0%	·
CCCCC(CC)CNC(=O)c1[nH]c(C)c(C(C)=O)c1C (configuration not stated)
    2%	19	-1%	1
O=S1(=O)CCN2C(=N1)Sc1c2ccc2c1CCCC2
    5%	7	-4%	15
CSc1nc2ccc(S(=O)(=O)Nc3c(C)n(C)n(-c4ccccc4)c3=O)cc2s1
    -4%	?	-2%	-5
Cc1cc(C)n2c(SCCC(C)C)nnc2n1
    1%	5	-3%	10
COc1ccc(OC)c(NC(=O)CCNS(=O)(=O)c2ccc3c(c2)oc(=O)n3C)c1
    ·	53	-1%	·
O=C(Nc1c(C(=O)Nc2cccc(F)c2)oc2ccccc12)c1ccc2c(c1)OCO2
    ?	43	-19%	1
CC1(C)OC(=O)C(=CNCC(O)c2ccccc2)C(=O)O1 (configuration not stated)
    -4%	15	4%	3
CCOc1ccc(NC(=S)Nc2ccc(OC(F)(F)F)cc2)cc1
    ·	38	-10%	-6
NC(N)=N/N=C/c1ccc(OCc2ccc(Cl)cc2Cl)cc1
    48%[activator]	-10	-2%	-6
Cn1c(NC(=O)C[n+]2cc(-c3ccc(Cl)c(Cl)c3)n3c2CCC3)cc(=O)n(C)c1=O
    ·	3	4%	·
CCCCS(=O)(=O)NC1=NCN(CC)CN1
    -7%	-27	-3%	-3
CC(C)CC1=C/C(=C/c2ccc(-c3ccccc3)o2)C(=O)O1
    ·	-8	-15%	·
COc1ccc(NC(=S)N2CCNC(=O)C2CC(=O)Nc2cccc(Cl)c2C)cc1 (configuration not stated)
    ·	?	-6%	·
NS(=O)(=O)c1ccc(CCNC2CC(=O)N(CCc3ccccc3)C2=O)cc1 (configuration not stated)
    -2%	35	-7%	-2
CCOC(=O)C(C)Sc1ccc2nnc(-c3ccc(F)cc3)n2n1 (configuration not stated)
    -1%	6	-8%	9
CCc1nnc(NC(=O)c2ccc(NS(=O)(=O)c3ccccc3)cc2)s1
    ·	?	-1%	23
CC(C)(C)NC(=O)C(c1c[nH]c2ccccc12)N(C(=O)Cn1nnc(-c2ccc(Cl)cc2)n1)c1ccccc1F (configuration not stated)
    ·	?	2%	·
CCC1CCCCN1CCNS(=O)(=O)c1ccc2c(c1)oc(=O)n2C (configuration not stated)
    ·	-14	3%	-7
CCCNc1nc(-c2ccccc2)c(C(=O)OCC)cc1C#N
    5%	14	1%	5
COc1cc(C(=O)N2CCN(C(=O)Cc3ccccc3)CC2)cc(OC)c1OC
    -9%	46	-5%	-8
CCC(=O)Nc1cccc(NC(=O)CSc2nnc(-c3ccc(NS(C)(=O)=O)cc3)n2CC)c1
    -9%	13	-9%	0
N=c1c2c(n(Cc3ccc(Cl)c(Cl)c3)c3c1CCC3)CCCC2
    49%[activator]	2	2%	4
COc1cc(/C=C/C(=O)NC(C)(C)C)ccc1OCc1ccccc1
    ·	24	-4%	·
Cc1cccc(NC(=S)N2CCN(c3cc(C)ccc3C)CC2)c1
    ·	37	4%	·
Cc1ccc(N=Cc2ccc(N(C)C)cc2)cc1
    -12%	-16	0%	7
Cc1ccc(/C=C2/NC(=O)N(Cc3ccccc3)C2=O)o1
    ·	-2	-19%	·
O=C(COC(=O)c1cccc(S(=O)(=O)N2CCc3ccccc32)c1)Nc1ccc(Cl)cn1
    ·	?	-2%	11

Following part
Every second line gives: 15-hLO-2 inh	PNC inhibitor	12-hLO inh	IMPase inh
O=S(=O)(c1ccc2c(c1)OCCO2)N1CCC(O)(c2ccc(Cl)cc2)CC1
    -8%	-125*	-7%	20
O=[N+]([O-])c1ccc(NCCCNS(=O)(=O)c2ccc(Cl)cc2)c(Cl)c1
    ?	-21	-5%	10
O=C(CSc1nc(-c2ccccc2)cc(=O)[nH]1)N1CCc2ccccc21
    -10%	2	-5%	-5
O=C(Nc1cccc(S(=O)(=O)N2CCCCCC2)c1)c1ccc2ccccc2n1
    ·	?	-3%	18
C=C1CCC2C(CC2(C)C)C(=C)CC/C1=N/O (configuration not stated)
    -6%	·	7%	·

Screens deposited in PubChem BioAssay by National Center for Advancing Translational Sciences (NCATS).
